proKLK7 act – proKLK7 (human) activation, primary screen; P49862; purified proKLK7, EDANS-DABCYL substrate fluorescence; 100% is mature enzyme control, 0% vehicle; activation, % at 7 µM; 0.9% of 370,000 active;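 active = activation above the mean of all tested compounds plus 3 SD, computed per campaign excluding outliers beyond control limits, cut at about 13% in these data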
HGIII-sPLA2 inh – Inhibits HGIII-sPLA2 liposome hydrolysis, primary screen. Q9NZ20. 0.56% of 370,000 active. QFRET BODIPY PC-A2 liposome hydrolysis, fluorescence. inhibition, % at 12.2 µM;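 active = inhibition above mean plus 3 SD of compounds lying within the high and low control bounds, cut at about 19% in these data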;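 note: 0% = median of test compound wells and 100% = no enzyme DMSO wells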
FXN GAA850 act – increases GAA850 frataxin promoter reporter activity; activation, % at 6 µM; 0.56% of 360,000 active; HEK293 lucGAA850 FXN promoter luciferase reporter, 24 h; percent of 10 µM SAHA response; AID 540364;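 active = activation above the average of all compounds screened plus 3 SD, cutoff fixed separately per campaign, cut at about 7.5% in these data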;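 note: 0% = DMSO wells and 100% = 10 µM SAHA wells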
SMARCA2 activ – activators of SMARCA2 function; MG213 cells, MMTV-luciferase reporter, dexamethasone, overnight; activation, % at 9.1 µM; 1% of 370,000 active; AID 652017; in the data active = activation above about 7.8%;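 note: 0% = vehicle wells and 100% = reference activator wells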
DAX1 inh-1 – inhibitors of DAX1 repression of SF-1 activated StAR promoter; HEK293T StAR-luciferase reporter, SF-1/DAX-1 repression relief; inhibition, % at 6.8 µM; 1.1% of 370,000 active; AID 652010;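 active = inhibition above the mean over all tested compounds plus 3 SD, cut at about 3.6% in these data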;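 note: 0% = DAX-1 cells with DMSO and 100% = cells lacking DAX-1 with DMSO; higher inhibition means more luminescence from relief of DAX-1 repression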
GC-A act – GC-A (human) enzyme activation. P16066. HEK293 GC-A cells, cGMP TR-FRET, EC30 ANP; 0% at EC30 ANP, 100% saturating ANP. activation, % at 10 µM. 0.14% of 370,000 active. AID 1671463; in the data active = activation above about 40%
hcDAF-12 act – activates DAF-12 receptor from parasite H. contortus; 1.4% of 370,000 active; HEK293 hcDAF-12 lit1-tk-luc reporter, luminescence; 0% DMSO, 100% Δ7-dafachronic acid; AID 652067; activation, % at 6.8 µM;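 active = activation above the mean of all tested compounds plus 3 SD, cut at about 5.5% in these data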;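 note: 100% = response to 3 µM Δ7-dafachronic acid high control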
NPR2 activator – GC-B (human) receptor activation. activation, % at 10 µM. 0.11% of 370,000 active. P20594. HEK293-GC-B cells, CNP EC30, cGMP TR-FRET; 0% at EC30 CNP, 100% saturating CNP;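 active = activation at 10 µM reaching about 35% in either raw or pattern-adjusted values, limit read from the data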
Target sequence (P20594 whole entry, looked up): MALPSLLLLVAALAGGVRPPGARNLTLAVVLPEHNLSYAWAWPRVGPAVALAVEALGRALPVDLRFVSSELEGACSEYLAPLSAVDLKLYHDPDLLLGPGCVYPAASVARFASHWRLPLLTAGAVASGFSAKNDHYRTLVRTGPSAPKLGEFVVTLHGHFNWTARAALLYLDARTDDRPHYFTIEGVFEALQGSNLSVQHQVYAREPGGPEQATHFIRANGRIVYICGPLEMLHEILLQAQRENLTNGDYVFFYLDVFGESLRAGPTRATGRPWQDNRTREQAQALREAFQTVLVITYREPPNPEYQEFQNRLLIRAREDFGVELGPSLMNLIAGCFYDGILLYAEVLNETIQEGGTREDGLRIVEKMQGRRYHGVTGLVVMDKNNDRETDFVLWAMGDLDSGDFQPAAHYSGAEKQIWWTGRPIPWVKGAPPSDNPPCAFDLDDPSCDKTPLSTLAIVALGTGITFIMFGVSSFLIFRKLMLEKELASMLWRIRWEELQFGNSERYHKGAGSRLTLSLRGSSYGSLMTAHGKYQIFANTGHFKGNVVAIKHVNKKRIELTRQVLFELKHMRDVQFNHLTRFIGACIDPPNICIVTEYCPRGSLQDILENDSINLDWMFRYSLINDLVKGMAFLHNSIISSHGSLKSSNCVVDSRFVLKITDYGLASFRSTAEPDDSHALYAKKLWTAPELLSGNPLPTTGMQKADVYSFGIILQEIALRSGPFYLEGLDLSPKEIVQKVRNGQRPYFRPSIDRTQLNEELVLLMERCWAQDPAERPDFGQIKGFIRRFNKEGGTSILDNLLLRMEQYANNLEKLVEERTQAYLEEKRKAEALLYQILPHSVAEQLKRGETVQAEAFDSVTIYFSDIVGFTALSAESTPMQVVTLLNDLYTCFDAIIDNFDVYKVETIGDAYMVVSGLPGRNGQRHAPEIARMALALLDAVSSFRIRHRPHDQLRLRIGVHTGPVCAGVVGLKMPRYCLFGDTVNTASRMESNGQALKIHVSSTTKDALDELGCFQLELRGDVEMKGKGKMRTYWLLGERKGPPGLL
ssDAF-12 act – activates DAF-12 receptor from parasite S. stercoralis; AID 652126; HEK293 ssDAF-12/GRIP1 lit1-tk-luc reporter, luminescence; % of 3 µM dafachronic acid response; activation, % at 6.8 µM; 1% of 370,000 active;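 active = activation above the mean over all tested compounds plus 3 SD, cut at about 0.9% in these data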;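 note: 0% = DMSO-only wells and 100% = 3 µM delta7-dafachronic acid wells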
hgDAF12 agonist – agonists of H. glycines DAF-12 nuclear receptor. HEK293 GAL4-hgDAF12 UAS-luciferase reporter, agonist luminescence; normalized to butyrate control. activation, % at 6.8 µM. 1.8% of 370,000 active;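 active = activation above a cutoff set at the mean of all screened compounds plus 3 SD, cut at about 10% in these data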;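 note: 0% = DMSO wells and 100% = sodium butyrate wells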
DAX1 inh-2 – inhibitors of human orphan nuclear receptor DAX1 (NR0B1); P51843; HEK293 Gal4-DAX1 luciferase reporter, luminescence; inhibition, % at 6.75 µM; 0.99% of 340,000 active; AID 504766;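 active = inhibition above the mean over all tested compounds plus 3 SD, cut at about 4.2% in these data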;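 note: 0% = DAX1-transfected cells with DMSO and 100% = empty-vector control cells with DMSO; inhibition shows as a rise in luminescence from relieved DAX1 repression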
An asterisk follows results filed as active; . = no result given.

molecule	hcDAF-12 act	HGIII-sPLA2 inh	ssDAF-12 act	proKLK7 act	DAX1 inh-2	DAX1 inh-1	GC-A act	FXN GAA850 act	hgDAF12 agonist	SMARCA2 activ	NPR2 activator
CC1CC(C)CN(S(=O)(=O)c2ccc(NC(=O)CCNC(=O)c3ccc([N+](=O)[O-])cc3)cc2)C1 (stereo not given)	0.2	6	-0.9	0.0	-1.1	-1.2	-6	-0.9	0.9	-1	-4
COc1ccccc1CNC(=S)Nc1cc(C)ccc1C	-0.5	13	-1.0	0.2	1.7	-0.4	1	0.6	1.2	-2	-5
C=CCNC(=O)c1onc(CSc2ccncc2)c1C(=O)NCC=C	-2.0	0	-1.2	0.3	-1.1	-0.5	-2	1.1	-0.2	0	0
CN(C1CCS(=O)(=O)C1)S(=O)C12CC3CC(CC(C3)C1)C2 (stereo not given)	0.2	2	-0.8	0.1	0.3	-0.3	-2	0.2	1.1	2	5
Nc1ccc(C(=O)NCC(=O)O)cc1	-3.1	7	-1.3	0.2	0.3	0.1	5	0.9	0.4	-6	3
OCCC1CN(Cc2c(O)ccc3ccccc23)CCN1CCc1ccccc1 (stereo not given)	3.0	-14	-0.6	-0.7	-0.3	0.3	-3	0.0	3.1	6	-1
CCCCn1c(CCC(=O)O)nc2c1c(=O)[nH]c(=O)n2CCC	-1.6	4	-1.1	-0.4	0.8	-1.0	3	2.2	-1.2	1	0
N=c1sccn1CC(=O)NCCc1ccc(Cl)cc1	1.0	2	-0.6	0.8	0.8	0.9	-3	2.9	0.6	-4	0
CCOC(=O)C(=O)N/N=C/c1cccc(Br)c1	0.1	-4	-1.4	-0.4	2.2	0.4	-4	0.1	-1.2	-3	-1
Cc1[nH]c2ccc(C(=O)OCCN(C)C)cc2c1C	1.4	0	-0.8	-0.5	0.2	0.6	-10	1.4	-1.4	1	-3
O=C(COc1ccc([N+](=O)[O-])cc1)N(Cc1ccccc1)Cc1ccccc1	-0.4	9	-1.5	0.5	-0.8	-0.3	0	-0.5	-2.5	-1	-2
COC(=O)c1cc(NC2c3ncccc3C(=O)N2Cc2ccccc2)cc(C(=O)OC)c1 (stereo not given)	-0.7	9	-1.3	0.2	0.3	0.3	-6	1.7	-3.0	1	-4
CCOc1ccc(NC(=O)N2CCC(C(=O)c3ccc(F)cc3)CC2)cc1	0.3	-1	-1.6	0.6	0.9	-0.8	-2	1.3	-0.1	-4	0
O=C(/C=C/c1cccc([N+](=O)[O-])c1)NCCSc1ccccc1	0.4	-10	-1.2	-0.1	0.8	-0.8	7	-4.1	-1.1	1	-12
O=Cc1cn(CC(=O)N2CCOCC2)c2ccccc12	0.4	-2	-0.7	-0.7	0.2	0.0	2	2.0	0.0	6	-11
COc1ccc(C2C(C#N)=C(N)Oc3cc(C)n(Cc4ccncc4)c(=O)c32)cc1 (stereo not given)	-0.4	-2	-1.1	0.7	0.4	0.5	7	-2.0	-0.9	1	-4
C=CC[N+](C)(C)CCN1C(=O)C2C(c3ccccc3)C=CC(c3ccccc3)C2C1=O (stereo not given)	0.6	-2	-1.6	0.3	-0.7	0.6	2	0.9	-1.8	-1	2
COC(=O)C[N+](C)(C)C/C=C\c1ccccc1	0.1	2	-1.6	0.1	0.7	0.5	2	0.0	3.1	-2	-1
O=C(Nc1cccc(O)c1)c1noc2c1CCCCC2	1.5	-13	-1.4	-0.1	-3.3	1.4	-2	-9.5	-3.0	-5	-4
O=C(COc1ccccc1Cl)N1CCNC1=O	-0.8	-2	-0.5	-0.8	0.9	1.5	0	-0.9	-1.8	-1	0
Cc1ccc(NC(=O)COC(=O)c2ccc3c(c2)NC(=O)C2CCCN32)cc1C (stereo not given)	-0.7	-6	-1.1	-0.5	.	-0.4	-1	.	-0.9	-1	1
O=C(COC(=O)[C@@H]1CCCN1S(=O)(=O)c1ccccc1F)c1ccccc1	1.3	-1	-1.6	0.0	-0.1	0.0	0	-0.5	1.6	0	2
COc1ccc(C)cc1NC(=O)CSc1ccc(-c2ccco2)nn1	-2.0	7	-0.8	0.3	-0.2	-0.1	-1	0.5	-2.5	-2	1
CC1(C)CCC[C@@]2(C)CC=C(C(=O)O)[C@@H]3C[C@]312	-0.8	-4	-1.3	-0.2	1.0	0.9	0	-1.5	1.4	1	2
COc1ccc(CC2C(=O)OC(C)(C)OC2=O)c(Cl)c1OC	1.5	2	-1.7	0.5	0.1	-0.6	3	1.0	-1.1	-1	2
Cc1cccc(/C=C/c2nc3ccccc3c(=O)[nH]2)c1	3.6	-2	-0.5	0.4	-0.5	3.7*	-12	-2.0	18*	2	-13
CCc1ccc(-c2cc(C)no2)cc1S(=O)(=O)NCCc1ccccc1	-2.2	-25	-1.0	0.7	0.9	-0.4	-11	3.3	1.9	1	-4
CCC(=O)NCCc1nc2cc(NC(=O)Nc3ccccc3)ccc2n1C	3.6	0	-0.4	-0.6	1.0	1.4	-4	3.1	10	5	9
CC1CCN(S(=O)(=O)c2cccc(C(=O)N(C)C3CCS(=O)(=O)C3)c2)CC1 (stereo not given)	-1.5	3	-1.1	0.5	1.0	0.2	1	-1.5	-3.1	-2	0
Cc1cccnc1C(NC(=O)C1CCN(Cc2ccc(Cl)cc2)CC1)c1ccc(F)cc1 (stereo not given)	-2.1	-5	-1.3	-0.6	.	-0.2	-3	-0.8	-1.5	0	-4

3 entries out of the list above, ordered by the value under ssDAF-12 act, lowest first:
molecule | hcDAF-12 act | HGIII-sPLA2 inh | ssDAF-12 act | proKLK7 act | DAX1 inh-2 | DAX1 inh-1 | GC-A act | SMARCA2 activ | NPR2 activator
C=CC[N+](C)(C)CCN1C(=O)C2C(c3ccccc3)C=CC(c3ccccc3)C2C1=O (stereo not given) | 0.6 | -2 | -1.6 | 0.3 | -0.7 | 0.6 | 2 | -1 | 2
O=C(Nc1cccc(O)c1)c1noc2c1CCCCC2 | 1.5 | -13 | -1.4 | -0.1 | -3.3 | 1.4 | -2 | -5 | -4
COc1ccc(C)cc1NC(=O)CSc1ccc(-c2ccco2)nn1 | -2.0 | 7 | -0.8 | 0.3 | -0.2 | -0.1 | -1 | -2 | 1

Next section
molecule	hcDAF-12 act	HGIII-sPLA2 inh	ssDAF-12 act	proKLK7 act	DAX1 inh-2	DAX1 inh-1	GC-A act	FXN GAA850 act	hgDAF12 agonist	SMARCA2 activ	NPR2 activator
O=C(COC(=O)c1ccc2ncsc2c1)Nc1ncc(Cl)cc1Cl	2.4	-1	-0.8	0.2	-0.7	0.3	4	0.9	1.7	-2	3
COCCn1c(SCC(=O)Nc2ccc3[nH]c(=O)[nH]c3c2)nc2ccccc2c1=O	0.5	4	-1.7	0.4	-0.1	0.4	-1	0.6	-2.1	-2	-5
COc1ccc(C2CC(c3cccs3)Nc3nnnn32)cc1 (stereo not given)	0.3	-3	-2.2	0.7	0.3	0.8	-1	0.2	-0.2	-2	7
COc1ccc(OCc2cc(C(=O)N3CCCC(O)C3)no2)c2ccccc12 (stereo not given)	7.0*	-3	1.2*	0.1	2.7	2.6	1	7.5	11*	2	-6
COc1ccc(-c2nc(/C=C3\C(C)=Nc4ccccc43)c(O)o2)cc1	4.0	-9	-0.9	3.8	0.3	-0.1	2	2.5	0.6	-4	-6
CSc1nc2c(c(=O)n1-c1ccc(F)cc1)SCC2	-0.1	0	-1.6	0.3	-0.4	-0.6	1	-1.6	-0.3	-2	2
CC(=O)N1c2ccc(S(=O)(=O)N(C)CC(=O)NC3CCCC3)cc2CC1C (stereo not given)	-0.1	1	-1.1	-0.3	0.4	-0.5	-2	1.8	1.7	-1	2
O=C(O)/C=C/C(=O)NCCc1ccc(Cl)cc1	-1.1	22*	-0.8	-0.3	-1.3	-0.1	2	0.9	1.4	-5	0
O=C(NCCc1ccccc1)C(c1cccs1)N(C(=O)c1csnn1)C1CC1 (stereo not given)	-0.5	1	-1.5	0.3	-0.6	0.2	-6	-1.8	-1.6	-1	-2
COc1ccc(-c2nnn(CC(=O)N(CCCN3CCOCC3)C(C(=O)NC3CCCC3)c3ccc(C)o3)n2)cc1 (stereo not given)	-0.8	-6	-1.7	-0.5	2.0	-0.1	-4	-0.9	3.1	2	-1
COc1ccccc1C(=O)NNC(=O)c1sccc1-n1cccc1	2.1	2	-2.0	-0.5	1.8	-0.9	.	-0.6	-2.8	-3	.
CCC1Oc2ccccc2N(CC(=O)NCCCN2CCCCC2CC)C1=O (stereo not given)	0.4	-8	-1.1	-1.1	-1.5	0.4	1	0.0	0.0	-3	-4
Cn1nnnc1Sc1ncnc2scc(-c3ccc(Cl)cc3)c12	-3.0	3	-1.4	0.0	-5.7	-2.4	0	-2.2	-12	-3	2
Cc1ccccc1-c1nnc(-c2ccccc2)o1	7.8*	0	0.6	0.0	3.4	1.8	-4	3.3	14*	6	-9
CC(=O)N(C(C)=O)c1ncc2c([nH]c3ccccc32)c1C#N	-1.8	3	-1.8	19*	-1.6	-1.3	0	-1.5	4.0	0	-3
CCc1cccc(C)c1NC(=O)CSc1n[nH]c(N)n1	0.9	8	-0.7	0.0	0.1	4.2*	1	-0.2	1.9	-4	1
CCc1ccc(NC(=O)C(=O)N/N=C(\C)CC(=O)Nc2ccc(OC)cc2)cc1	4.7	-2	-0.9	0.2	1.3	-0.1	-4	-0.1	-0.1	-2	0
CC(C)=CCC[C@H](C)CC1Cc2[nH]c(=S)[nH]c(=O)c2C(c2ccc(F)cc2)O1 (stereo not given in full)	0.8	-2	0.1	-0.1	.	0.2	-1	.	0.5	-2	0
COc1ccc(C2/C(=C(/O)c3ccc(Br)cc3)C(=O)C(=O)N2C)cc1OC (stereo not given)	-0.6	-5	-0.4	0.3	0.4	0.2	3	2.2	0.4	-2	-3
COc1ccc(CCC(C)NCC2CCCCC2)cc1 (stereo not given)	1.9	0	-0.3	-0.1	0.8	0.2	-1	4.7	0.1	1	-2
COC(=O)[C@H]1C[C@@]2(Oc3ccc(Br)cc3)c3ccccc3N(C(=O)OC(C)(C)C)[C@H]2N1C(=O)OC(C)(C)C	-0.9	-2	-1.3	-0.5	.	-2.0	-21	.	1.2	-4	-19
CC(NC(=O)COc1ccccc1)C(=O)NCc1ccc(S(N)(=O)=O)cc1 (stereo not given)	-0.5	-4	-0.9	-0.3	1.4	0.2	-1	-1.2	0.9	1	16
CC(=O)c1nn(-c2cccc(C)c2)cc1C(=O)c1cccc(Br)c1	1.1	-2	-0.7	0.3	2.1	0.2	-8	1.2	-0.5	3	-1
COc1ccc(/C=C/c2c(-c3cccc(C)c3)oc3ccc(-c4ccc5c(c4)OCO5)cc23)cc1	-0.7	10	-1.1	-0.3	.	0.0	-1	.	1.5	0	-3
COc1ccc(-n2c(=S)[nH]c3cc(C(=O)NCCCN4CCCC4=O)ccc3c2=O)cc1OC	-1.9	-3	-1.2	0.1	2.6	0.8	2	-1.7	1.8	0	2
CCS(=O)(=O)C1=NSC2=NC(=O)/C(=C\c3cc(C)n(-c4cccc(OC)c4)c3C)C(=N)N21	-3.0	-5	-1.9	0.1	-2.2	-0.5	1	-0.7	-2.7	1	0
CCCC1CCC(=NNC(=O)OC(C)(C)C)CC1 (stereo not given)	-0.3	4	-0.8	-0.7	5.8*	1.5	1	4.3	7.6	6	2

Source: PubChem BioAssay

Random draw from the library; any-hit rate near 6.7%.
